# Screening results (PubChem)
# TcdB inh = TcdB glycohydrolase inhibitors, primary screen, biochemical, single point, plate reader | Toxin B (Clostridioides difficile), P18177 | inhibition, % at 9.99 µM | actives 0.24% (n = 350,000) | TcdB glycohydrolase enzymatic assay; in the data active = inhibition above about 10%
# Target sequence (P18177 whole entry, looked up): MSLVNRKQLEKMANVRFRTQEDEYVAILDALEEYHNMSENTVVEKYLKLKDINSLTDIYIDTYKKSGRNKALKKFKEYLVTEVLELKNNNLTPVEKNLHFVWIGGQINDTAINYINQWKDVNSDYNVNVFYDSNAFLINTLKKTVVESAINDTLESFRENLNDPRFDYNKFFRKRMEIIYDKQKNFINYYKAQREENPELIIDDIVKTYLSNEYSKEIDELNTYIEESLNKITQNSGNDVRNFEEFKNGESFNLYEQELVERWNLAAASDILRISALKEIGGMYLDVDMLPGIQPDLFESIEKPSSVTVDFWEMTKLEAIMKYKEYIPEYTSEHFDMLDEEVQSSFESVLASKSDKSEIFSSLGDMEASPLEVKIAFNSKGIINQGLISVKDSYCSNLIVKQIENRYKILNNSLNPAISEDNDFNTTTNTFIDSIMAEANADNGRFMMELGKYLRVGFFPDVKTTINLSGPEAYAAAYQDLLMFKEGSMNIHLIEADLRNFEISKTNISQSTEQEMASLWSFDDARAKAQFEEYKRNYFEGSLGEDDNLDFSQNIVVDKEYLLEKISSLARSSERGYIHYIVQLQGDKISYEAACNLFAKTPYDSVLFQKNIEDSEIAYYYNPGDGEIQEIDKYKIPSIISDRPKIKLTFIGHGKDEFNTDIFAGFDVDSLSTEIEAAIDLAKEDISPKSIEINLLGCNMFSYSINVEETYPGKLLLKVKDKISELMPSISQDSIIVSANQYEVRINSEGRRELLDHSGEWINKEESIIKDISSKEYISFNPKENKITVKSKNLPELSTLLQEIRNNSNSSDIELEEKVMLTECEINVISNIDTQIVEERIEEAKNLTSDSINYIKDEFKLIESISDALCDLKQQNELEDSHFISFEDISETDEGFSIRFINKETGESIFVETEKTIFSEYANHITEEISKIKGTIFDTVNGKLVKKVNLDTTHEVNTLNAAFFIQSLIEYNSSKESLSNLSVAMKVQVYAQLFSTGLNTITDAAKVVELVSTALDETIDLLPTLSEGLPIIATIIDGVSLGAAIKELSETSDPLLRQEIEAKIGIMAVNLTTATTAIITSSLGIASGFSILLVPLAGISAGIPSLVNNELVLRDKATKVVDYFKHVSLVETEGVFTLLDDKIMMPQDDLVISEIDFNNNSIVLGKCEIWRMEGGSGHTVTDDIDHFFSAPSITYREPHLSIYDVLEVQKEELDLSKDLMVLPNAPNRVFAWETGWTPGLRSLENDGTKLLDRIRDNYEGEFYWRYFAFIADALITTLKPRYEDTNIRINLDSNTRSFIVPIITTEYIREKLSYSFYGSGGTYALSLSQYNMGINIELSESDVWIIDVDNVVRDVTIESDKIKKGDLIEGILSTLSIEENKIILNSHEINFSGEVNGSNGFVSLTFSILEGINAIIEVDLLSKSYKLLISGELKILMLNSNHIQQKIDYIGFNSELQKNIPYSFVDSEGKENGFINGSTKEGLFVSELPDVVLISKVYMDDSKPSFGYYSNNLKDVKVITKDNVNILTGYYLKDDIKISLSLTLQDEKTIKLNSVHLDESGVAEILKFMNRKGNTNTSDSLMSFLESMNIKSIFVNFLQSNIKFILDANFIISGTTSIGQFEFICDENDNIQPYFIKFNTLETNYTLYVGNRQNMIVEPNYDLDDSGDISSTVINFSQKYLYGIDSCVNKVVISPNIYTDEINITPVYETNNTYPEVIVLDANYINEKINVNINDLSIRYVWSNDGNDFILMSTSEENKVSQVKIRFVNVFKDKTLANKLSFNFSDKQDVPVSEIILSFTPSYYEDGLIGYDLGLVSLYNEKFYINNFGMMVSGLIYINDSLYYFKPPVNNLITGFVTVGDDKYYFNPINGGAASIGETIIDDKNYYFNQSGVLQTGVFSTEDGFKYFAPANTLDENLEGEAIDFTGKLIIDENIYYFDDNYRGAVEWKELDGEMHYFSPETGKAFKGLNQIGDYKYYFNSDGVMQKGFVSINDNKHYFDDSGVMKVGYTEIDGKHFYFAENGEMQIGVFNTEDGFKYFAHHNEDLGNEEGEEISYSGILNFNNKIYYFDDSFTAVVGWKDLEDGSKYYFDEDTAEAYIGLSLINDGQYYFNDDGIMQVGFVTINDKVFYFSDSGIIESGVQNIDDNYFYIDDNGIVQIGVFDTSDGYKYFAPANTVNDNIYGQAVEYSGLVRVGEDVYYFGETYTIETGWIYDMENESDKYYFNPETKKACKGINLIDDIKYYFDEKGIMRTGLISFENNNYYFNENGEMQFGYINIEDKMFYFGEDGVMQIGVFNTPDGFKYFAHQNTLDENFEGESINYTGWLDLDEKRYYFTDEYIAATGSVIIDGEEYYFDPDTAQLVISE
# Numbers without * were called inactive. Only part of the results is shown; rates above refer to the full screens.
SMILES,TcdB inh
Cc1ccc(S(=O)(=O)Nc2ccc3c(c2)CC(=O)N([C@@H](C)CO)C[C@@H](C)[C@H](CN(C)S(=O)(=O)c2c(C)noc2C)O3)cc1,0.0
C[C@@H]1CCCCO[C@@H](CN(C)Cc2ccc(C(F)(F)F)cc2)[C@@H](C)CN([C@@H](C)CO)C(=O)c2cc(N(C)C)ccc2O1,-9.2
C[C@@H]1CCCCO[C@@H](CN(C)S(=O)(=O)c2cn(C)cn2)[C@@H](C)CN([C@H](C)CO)C(=O)c2cc(NS(=O)(=O)c3cccs3)ccc2O1,-0.4
CCC(=O)N[C@@H]1C=C[C@@H](CC(=O)OC)O[C@H]1CO,-0.8
C[C@H](CO)N1C[C@H](C)[C@H](CN(C)C(=O)CCC(F)(F)F)OCCCC[C@H](C)Oc2ccc(NC(=O)Nc3ccccc3)cc2C1=O,-1.0
C/C=C/c1ccc2c(c1)O[C@@H](CN(C)C(=O)Nc1ccc(OC)cc1)[C@H](C)CN([C@H](C)CO)S2(=O)=O,1.2
COc1ccc(S(=O)(=O)Nc2ccc3c(c2)CC(=O)N([C@@H](C)CO)C[C@H](C)[C@@H](CN(C)C(=O)Nc2ccc(C(F)(F)F)cc2)O3)cc1,-0.6
COc1ccc(S(=O)(=O)N(C)C[C@@H]2OCCCC[C@@H](C)Oc3ccc(NS(=O)(=O)c4ccc(F)cc4)cc3C(=O)N([C@@H](C)CO)C[C@H]2C)cc1,0.8
CC(C)NC(=O)Nc1ccc2c(c1)C(=O)N([C@H](C)CO)C[C@@H](C)[C@H](CN(C)Cc1ccc(C(=O)O)cc1)OCCCC[C@H](C)O2,0.2
O=C(CCN1CCCCC1)NCC[C@@H]1CC[C@@H](NS(=O)(=O)c2cccc(Cl)c2)[C@@H](CO)O1,-0.3
C[C@H](CO)N1C[C@H](C)[C@H](CN(C)C(=O)Nc2ccc3c(c2)OCO3)Oc2c(NS(=O)(=O)c3cccs3)cccc2C1=O,0.6
C[C@@H]1CN([C@@H](C)CO)C(=O)Cc2cc(NS(C)(=O)=O)ccc2O[C@@H]1CN(C)C(=O)Nc1ccccc1,0.5
C[C@@H]1CN([C@@H](C)CO)C(=O)Cc2cc(NS(=O)(=O)c3cccs3)ccc2O[C@@H]1CN(C)C,-0.4
CC(C)(O)C#Cc1ccc([C@H]2[C@H](CO)N3CCCCN(C(=O)c4ccncc4)C[C@@H]23)cc1,-0.5
CN(C)CC#Cc1ccc([C@H]2[C@@H](CO)N3CCCCN(C(=O)Nc4ccccc4F)C[C@@H]23)cc1,-1.2
CCCNC(=O)C[C@@H]1CC[C@@H]2[C@@H](COc3ccc(NC(=O)C4CCCC4)cc3C(=O)N2C)O1,0.3
N#C[C@@H]1[C@@H](c2ccc(-c3ccccc3F)cc2)[C@H](CO)N1C(=O)C1CC1,-0.9
C[C@@H]1CN([C@H](C)CO)C(=O)c2cc(NC(=O)Nc3ccc(C(F)(F)F)cc3)ccc2O[C@H]1CN(C)S(C)(=O)=O,1.5
CCC(=O)N(C)C[C@H]1Oc2cc(C#CCC3CCCC3)ccc2S(=O)(=O)N([C@H](C)CO)C[C@H]1C,-0.6
CO[C@H]1CN(C)C(=O)c2cc(NS(C)(=O)=O)ccc2OC[C@H](C)N(S(C)(=O)=O)C[C@@H]1C,-1.0
C[C@@H]1CN([C@@H](C)CO)C(=O)Cc2cc(NC(=O)C3CCCCC3)ccc2O[C@H]1CN(C)C(=O)Nc1cccc2ccccc12,0.1
C[C@@H]1CN([C@@H](C)CO)C(=O)c2cc(NS(=O)(=O)c3ccccc3)ccc2O[C@@H]1CN(C)S(C)(=O)=O,-0.6
CCC(=O)N1C[C@H](C)[C@H](OC)CN(C)C(=O)c2ccc(NC(=O)c3ccc(F)cc3)cc2OC[C@@H]1C,0.0
O=C(C[C@H]1C[C@H]2c3cc(NC(=O)Nc4ccc(C(F)(F)F)cc4)ccc3O[C@H]2[C@H](CO)O1)NCc1ccccn1,0.0
COc1ccc(NC(=O)Nc2ccc3c(c2)CC(=O)N([C@H](C)CO)C[C@H](C)[C@@H](CN(C)Cc2ccncc2)O3)cc1,0.0
CN1c2ccc(-c3ccccc3F)cc2[C@@H]2[C@@H](CCN2S(=O)(=O)c2ccccc2F)[C@@H]1CO,0.1
C[C@@H]1CN([C@H](C)CO)C(=O)c2cc(NC(=O)Nc3ccc(F)cc3)ccc2O[C@H]1CN(C)Cc1ccc(C(=O)O)cc1,-1.3
Cc1noc(C)c1S(=O)(=O)N(C)C[C@@H]1OCc2ccccc2-c2c(n(C)c3ccccc23)C(=O)N([C@@H](C)CO)C[C@H]1C,0.1
C[C@@H](NC(=O)C[C@H]1C[C@H]2c3cc(NC(=O)C4CCC4)ccc3O[C@H]2[C@@H](CO)O1)c1ccccc1,-0.7
CO[C@@H]1CN(C)C(=O)c2ccc(NC(=O)c3ccc4c(c3)OCO4)cc2OC[C@H](C)N(CCC(F)(F)F)C[C@@H]1C,-1.0
C[C@@H]1CN([C@@H](C)CO)C(=O)c2cccc(NS(=O)(=O)c3cn(C)cn3)c2O[C@@H]1CN(C)S(=O)(=O)c1cccs1,0.6
CCCNC(=O)N(C)C[C@@H]1Oc2ncc(-c3ccncc3)cc2C(=O)N([C@H](C)CO)C[C@H]1C,0.0
COc1ccc2c3c([nH]c2c1)[C@H](CO)N(C(=O)Nc1ccc(F)cc1)CC31CN(Cc2cc(-c3ccccc3)on2)C1,1.2
CCNC(=O)[C@@H]1[C@@H](CO)[C@@H]2Cn3c(ccc(/C=C/c4ccccc4)c3=O)[C@H]1N2C(C)=O,-0.3
C[C@@H]1CCCCO[C@@H](CN(C)Cc2ccccc2)[C@H](C)CN([C@H](C)CO)C(=O)c2cc(NS(=O)(=O)c3ccc(Cl)cc3)ccc2O1,0.7
O=C(N[C@H]1CC[C@@H](CCNC(=O)C2CCCCC2)O[C@@H]1CO)c1ccncc1,-0.2
C[C@H]1CN([C@@H](C)CO)S(=O)(=O)c2ccc(C3=CCCCC3)cc2O[C@H]1CN(C)C(=O)c1ccc(F)cc1,0.3
C[C@@H]1CN([C@H](C)CO)C(=O)c2cc(NS(=O)(=O)c3cn(C)cn3)ccc2O[C@H]1CN(C)CC1CCCCC1,6.3
C[C@H]1CN([C@@H](C)CO)C(=O)c2cc(C3=CCCC3)cnc2O[C@H]1CN(C)C(=O)c1ccncc1,-0.6
C[C@H](CO)N1C[C@H](C)[C@H](CN(C)CC2CC2)Oc2cc(C#CC3CC3)ccc2S1(=O)=O,0.1
CN1C(=O)c2cc(NC(=O)c3cccs3)ccc2OC[C@H]2O[C@@H](CC(=O)NCCN3CCCCC3)CC[C@@H]21,-11.2
O=C(NCC[C@@H]1CC[C@@H](NC(=O)c2ccccc2F)[C@@H](CO)O1)c1ccc2c(c1)OCO2,-1.3
O=C(c1ccc(F)cc1)N1CC(=O)N2[C@H](C1)[C@H](c1ccc(C#CCC3CCCC3)cc1)[C@@H]2CO,0.5
COC(=O)N(C)C[C@H]1OCc2ccccc2-c2c(n(C)c3ccccc23)C(=O)N([C@@H](C)CO)C[C@H]1C,0.2
C[C@H]1CN([C@@H](C)CO)C(=O)c2cccc(NC(=O)C3CC3)c2O[C@H]1CN(C)C(=O)Nc1ccc(C(F)(F)F)cc1,-1.3
O=C(CN1CCOCC1)N[C@H]1CC[C@H](CCn2cc(C3CC3)nn2)O[C@H]1CO,0.3
COc1ccc(S(=O)(=O)Nc2ccc3c(c2)C(=O)N([C@H](C)CO)C[C@@H](C)[C@H](CN(C)S(=O)(=O)c2ccc(C)cc2)O3)cc1,-7.3
O=C(N[C@@H]1CC[C@H](CC(=O)N2CCC(Cc3ccccc3)CC2)O[C@@H]1CO)c1cnccn1,0.6
C/C=C/c1ccc2c(c1)O[C@@H](CN(C)C(=O)c1ccccn1)[C@@H](C)CN([C@@H](C)CO)S2(=O)=O,0.9
CC(C)NC(=O)Nc1ccc2c(c1)C(=O)N(C)[C@H]1CC[C@@H](CC(=O)Nc3ccccc3)O[C@H]1CO2,0.3
C=C[C@@H](C)[C@@H](OC(=O)Nc1ccc(OC)cc1)c1ccc(OCCO)cc1,0.5
CC(C)NC(=O)N[C@H]1CC[C@@H](CCNS(=O)(=O)Cc2ccccc2)O[C@H]1CO,-0.1
C[C@H](CO)N1C[C@H](C)[C@H](CN(C)C(=O)c2ccccc2)OCCCC[C@H](C)Oc2ccc(NC(=O)CCCCCC(=O)Nc3ccccc3N)cc2C1=O,-1.0
CC(C)NC(=O)N[C@@H]1CC[C@H](CC(=O)NCCN2CCCC2)O[C@@H]1CO,0.1
COc1cccc(C#Cc2cnc3c(c2)C(=O)N([C@@H](C)CO)C[C@H](C)[C@H](CN(C)C(=O)C2CCCCC2)O3)c1,0.9
C[C@H]1CN([C@@H](C)CO)C(=O)CCCn2nncc2CO[C@H]1CN(C)C(=O)Nc1cccc(C(F)(F)F)c1,-1.1
COc1ccc(CN2C[C@H](C)[C@H](OC)CN(C)C(=O)c3cc(NC(C)=O)ccc3OC[C@@H]2C)cc1,-0.9
C[C@H](CO)N1C[C@H](C)[C@@H](CN(C)S(=O)(=O)c2cn(C)cn2)OCCCC[C@H](C)Oc2ccc(NS(=O)(=O)c3cn(C)cn3)cc2C1=O,-5.0
O=C(NCC[C@@H]1CC[C@@H](NC(=O)C2CCCCC2)[C@@H](CO)O1)c1ccc(F)cc1,-0.1
C[C@H]1CN([C@@H](C)CO)S(=O)(=O)c2ccc(-c3ccncc3)cc2O[C@H]1CN(C)Cc1ccc(Oc2ccccc2)cc1,12.4*
# Following part.
SMILES,TcdB inh
O=C(C1CC1)N1C[C@@H]2[C@H](c3ccccc31)[C@H](CO)N2C(=O)c1ccccc1F,-0.2
C[C@@H]1CCCCO[C@@H](CN(C)S(=O)(=O)c2cccs2)[C@@H](C)CN([C@H](C)CO)C(=O)c2cc(N(C)C)ccc2O1,-4.4
O=C(NC1CCC1)[C@@H]1[C@@H](CO)[C@@H]2Cn3c(ccc(-c4ccccc4F)c3=O)[C@H]1N2C(=O)CC1CC1,-1.6
COc1cccc(-c2ccc3c(c2)O[C@@H](CN(C)Cc2cccnc2)[C@@H](C)CN([C@H](C)CO)S3(=O)=O)c1,1.0
O=C(Nc1ccc2c(c1)[C@H]1C[C@@H](CC(=O)N3CCOCC3)O[C@H](CO)[C@H]1O2)NC1CCCCC1,-3.9
COc1ccc(CN2C[C@@H](C)[C@H](OC)CN(C)C(=O)c3cc(NC(=O)c4nc5ccccc5s4)ccc3OC[C@H]2C)cc1,-0.3
C[C@H]1CN([C@@H](C)CO)C(=O)c2cc(NC(=O)CCC(F)(F)F)ccc2O[C@@H]1CN(C)Cc1ccncc1,0.0
CN1c2ccc(-c3ccc(F)cc3)cc2[C@@H]2[C@@H](CCN2C(=O)C2CCOCC2)[C@@H]1CO,9.0
O=C(Cc1ccccn1)NCC[C@H]1CC[C@@H](NC(=O)Nc2ccccc2)[C@@H](CO)O1,-1.4
C[C@@H]1CCCCO[C@@H](CN(C)C(=O)C2CCCCC2)[C@H](C)CN([C@@H](C)CO)C(=O)c2cc(N(C)C)ccc2O1,-6.2
C[C@@H]1CN([C@@H](C)CO)C(=O)c2ccccc2-c2ccccc2CO[C@@H]1CN(C)C(=O)c1ccccc1,0.5
CN1[C@@H]2Cn3c(ccc(C4=CCCCC4)c3=O)[C@H]1[C@@H](C(=O)NCc1ccc(F)cc1)[C@@H]2CO,0.5
C[C@@H]1CCCCO[C@@H](CN(C)CC2CC2)[C@H](C)CN([C@@H](C)CO)C(=O)c2cc(NS(=O)(=O)c3ccc(F)cc3)ccc2O1,0.2
C/C=C/c1ccc([C@H]2[C@@H](CO)N(C(=O)CC)[C@H]2CN(C)Cc2cncnc2)cc1,1.1
Cc1noc(C)c1S(=O)(=O)Nc1ccc2c(c1)C(=O)N([C@@H](C)CO)C[C@@H](C)[C@@H](CN(C)Cc1ccc(-c3ccccc3)cc1)O2,3.6

# Ordered by heavy-atom count (largest number first): some entries from above.
SMILES,TcdB inh
C[C@H](CO)N1C[C@H](C)[C@H](CN(C)C(=O)c2ccccc2)OCCCC[C@H](C)Oc2ccc(NC(=O)CCCCCC(=O)Nc3ccccc3N)cc2C1=O,-1.0
COc1ccc(CN2C[C@@H](C)[C@H](OC)CN(C)C(=O)c3cc(NC(=O)c4nc5ccccc5s4)ccc3OC[C@H]2C)cc1,-0.3
C[C@H](CO)N1C[C@H](C)[C@H](CN(C)C(=O)Nc2ccc3c(c2)OCO3)Oc2c(NS(=O)(=O)c3cccs3)cccc2C1=O,0.6
COc1ccc(NC(=O)Nc2ccc3c(c2)CC(=O)N([C@H](C)CO)C[C@H](C)[C@@H](CN(C)Cc2ccncc2)O3)cc1,0.0
O=C(C[C@H]1C[C@H]2c3cc(NC(=O)Nc4ccc(C(F)(F)F)cc4)ccc3O[C@H]2[C@H](CO)O1)NCc1ccccn1,0.0
C[C@@H]1CCCCO[C@@H](CN(C)C(=O)C2CCCCC2)[C@H](C)CN([C@@H](C)CO)C(=O)c2cc(N(C)C)ccc2O1,-6.2
C[C@@H]1CN([C@@H](C)CO)C(=O)c2ccccc2-c2ccccc2CO[C@@H]1CN(C)C(=O)c1ccccc1,0.5
C[C@H]1CN([C@@H](C)CO)C(=O)c2cc(C3=CCCC3)cnc2O[C@H]1CN(C)C(=O)c1ccncc1,-0.6
CN1c2ccc(-c3ccccc3F)cc2[C@@H]2[C@@H](CCN2S(=O)(=O)c2ccccc2F)[C@@H]1CO,0.1
CC(C)(O)C#Cc1ccc([C@H]2[C@H](CO)N3CCCCN(C(=O)c4ccncc4)C[C@@H]23)cc1,-0.5
CO[C@H]1CN(C)C(=O)c2cc(NS(C)(=O)=O)ccc2OC[C@H](C)N(S(C)(=O)=O)C[C@@H]1C,-1.0
O=C(CN1CCOCC1)N[C@H]1CC[C@H](CCn2cc(C3CC3)nn2)O[C@H]1CO,0.3
CCC(=O)N[C@@H]1C=C[C@@H](CC(=O)OC)O[C@H]1CO,-0.8

# Continuation.
SMILES,TcdB inh
O=C(C[C@H]1C=C[C@@H](NC(=O)C2CCOCC2)[C@@H](CO)O1)NCc1ccncc1,0.0
OC[C@@H]1[C@@H](c2ccc(/C=C/c3ccccc3)cc2)[C@H]2CN(Cc3cccnc3)CCCCN12,0.5
C[C@H](CO)N1C[C@H](C)[C@H](CN(C)CC2CCCCC2)Oc2ccc(NS(=O)(=O)c3cn(C)cn3)cc2CC1=O,0.5
Cc1ccc(S(=O)(=O)Nc2cccc3c2O[C@@H](CN(C)S(=O)(=O)c2ccc(Cl)cc2)[C@@H](C)CN([C@H](C)CO)C3=O)cc1,0.8
